Spn MK inh = S. pneumoniae mevalonate kinase inhibition. AID 555. inhibition, % at 10 µM. hit rate 0.48% among 65,000. purified MK, PK/LDH-coupled NADH absorbance 340 nm;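 active = ranked among the strongest by inhibition in the single 10 µM screen, a fixed top-ranked set picked for dose follow-up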; also: no value below 0 was filed
Spn PMK inh = blocks S. pneumoniae phosphomevalonate kinase | purified PMK, PK/LDH-coupled NADH absorbance 340 nm | inhibition, % at 10 µM | hit rate 0.49% among 65,000;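 active = top-ranked compounds by inhibition in the single 10 µM screen, taking a fixed number of the strongest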;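 also: 0% = full reaction with DMSO carrier and 100% = background rate without enzyme reaction; no value below 0 was filed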
HPDE-C7K KRASV12 = viability loss of HPDE-C7K cells – cell-based, fluorescence, HTS, primary screen (AID 431); cytotoxicity, % at 10 µM, or EC50 in µM where a hit was titrated; hit rate 1.7% among 63,000; HPDE-C7K KRASV12 cells, Alamar Blue viability, 48 h; higher % means a stronger effect;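 active = compounds whose percent cytotoxicity in the single-dose primary screen, scaled between solvent and toxic-drug controls, exceeds 50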;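 also: 0% = DMSO solvent wells and 100% = doxorubicin-treated wells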
LYP inhibition = LYP phosphatase inhibitors, primary screen, biochemical, DiFMUP fluorescence, recombinant catalytic domain, 10 µM (AID 606); recombinant LYP catalytic domain, DiFMUP fluorescence; higher % means a stronger effect; inhibition, % at 10 µM; hits with a dose series show IC50 in µM; 52,000 tested, under 10 active;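 active = IC50 under 40 µM in the dose-response test; inactive = IC50 of 40 µM or more, or never dose-tested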
HPDE-C7 viability = cytotoxicity in HPDE-C7 cells, cell-based, fluorescence, HTS (AID 430) | HPDE-C7 pancreatic duct cells viability, fluorescence; higher % means a stronger effect | cytotoxicity, % at 10 µM, or EC50 in µM where a hit was titrated | hit rate 1.8% among 63,000;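 also: cells exposed to compound for 48 hours before viability readout; 0% = vehicle and 100% = reference cytotoxic drug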
TNAP inhibition = inhibition of tissue-nonspecific alkaline phosphatase – biochemical, luminescent (AID 518); purified TNAP enzyme, luminescent substrate readout; higher % means a stronger effect; inhibition, % at 20 µM; hits with a dose series show IC50 in µM; hit rate 0.09% among 64,000; in the data active = a potency from the dose series; inactive = the rest, 99 in 100 with inhibition below about 22%;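 also: plate controls were vehicle for no effect and reference inhibitor for full effect; many of its hits are not listed in these tables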
Bfl-1 displacement = Bfl-1 inhibitors, primary screen, biochemical, fluorescence polarization, FITC-Bid, mouse (AID 432) | FITC-Bid BH3 peptide fluorescence polarization displacement; higher % means a stronger effect | hit rate 0.02% among 64,000 | displacement, % at 20 µM; hits with a dose series show IC50 in µM; in the data active = a potency from the dose series; inactive = the rest, 99 in 100 with displacement below about 15%; also: strong numbers were not always called active
HT1080 cytotoxicity = HT1080 cell viability loss – fluorescence readout (AID 620); cytotoxicity, % at 10 µM, or EC50 in µM where a hit was titrated; HT1080 viability, fluorescence; higher % means a stronger effect; hit rate 0.42% among 87,000;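 also: cells exposed to compound overnight then 4 h with Alamar Blue; 0% = vehicle DMSO and 100% = killing control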
DPM-DC inhibit = inhibitors of Streptococcus pneumoniae diphosphomevalonate decarboxylase; purified DPM-DC, PK/LDH coupled NADH fluorescence; calls only at 10 µM; hit rate 0.49% among 65,000;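 active = the 320 compounds with the highest percent inhibition in the single-dose primary screen, excluding strongly autofluorescent ones, cut at about 32% in these data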;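 also: kinetic rate of NADH fluorescence loss reporting ADP formed by the decarboxylase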
Spn PMK inh pilot replicates = further read-out of Spn PMK inh, marked with its call; inhibition, %; measured here: pilot screen replicates
Spn MK inh pilot replicates = further read-out of Spn MK inh, marked with its call; inhibition, %; measured here: pilot screen replicates
DPM-DC inhibit pilot screen % = second read-out of DPM-DC inhibit, no call of its own (marks repeat the call); inhibition, %; measured here: pilot screen trials
* hit, by the source's call. Rule as the data show it, unless noted: active = cytotoxicity above about 50%; inactive = the rest.

CCOC(=O)CN1CC23C=CC(O2)C(C(=O)NCc2ccccc2OC)C3C1=O (centres undefined) was read as Spn MK inh 3, Spn PMK inh 19, HPDE-C7K KRASV12 11%, LYP inhibition 9%, HPDE-C7 viability 2%, TNAP inhibition 8%, Bfl-1 displacement 0%, HT1080 cytotoxicity -2% and DPM-DC inhibit inactive.
For CCOc1ccc(-c2cc(CCCC(=O)N3CCN(c4ccc(OC)cc4)CC3)no2)cc1 the results were Spn MK inh 5, Spn PMK inh 11, HPDE-C7K KRASV12 6%, LYP inhibition -6%, HPDE-C7 viability -8%, TNAP inhibition 7%, Bfl-1 displacement 6%, HT1080 cytotoxicity -5%, DPM-DC inhibit inactive, Spn PMK inh pilot replicates 0.0, Spn MK inh pilot replicates 5.0 and DPM-DC inhibit pilot screen % 0.0.
`N#Cc1cc(Oc2cccc3cccnc23)c(-n2nnc3ccccc32)cc1C#N` gave Spn MK inh 12, Spn PMK inh 1, HPDE-C7K KRASV12 75%*, HPDE-C7 viability 64%*, TNAP inhibition 7%, Bfl-1 displacement 2%, HT1080 cytotoxicity 7% and DPM-DC inhibit inactive.
For CCOC(=O)C1=C(CSc2nncn2C)NC(=O)NC1c1cc(OCC)ccc1OCC (centres undefined) the results were Spn MK inh 11, Spn PMK inh 5, HPDE-C7K KRASV12 -11%, LYP inhibition 15%, HPDE-C7 viability -9%, TNAP inhibition 4%, Bfl-1 displacement -2%, HT1080 cytotoxicity -3% and DPM-DC inhibit inactive.
CCN(CC)S(=O)(=O)c1ccc(Nc2nc3ccccc3n3nnnc23)cc1 was read as Spn MK inh 0, Spn PMK inh 7, HPDE-C7K KRASV12 -22%, LYP inhibition 4%, HPDE-C7 viability -4%, TNAP inhibition 6%, Bfl-1 displacement -22%, HT1080 cytotoxicity 3% and DPM-DC inhibit inactive.
Screening Cc1ccc(S(=O)(=O)Nc2nsc(N)n2)cc1 returned Spn MK inh 13, Spn PMK inh 3, HPDE-C7K KRASV12 -9%, LYP inhibition 14%, HPDE-C7 viability -7%, TNAP inhibition 6%, Bfl-1 displacement -12%, HT1080 cytotoxicity -3% and DPM-DC inhibit inactive.
Screening Cc1ccc(N(C(=O)C2CCCC2)C2C=CS(=O)(=O)C2)cc1 (centres undefined) returned Spn MK inh 0, Spn PMK inh 4, HPDE-C7K KRASV12 0%, LYP inhibition 16%, HPDE-C7 viability -6%, TNAP inhibition 1%, Bfl-1 displacement -7%, HT1080 cytotoxicity 6% and DPM-DC inhibit inactive.
`Cc1ccc(CN2C(=O)CSc3ccc(C(=O)NCCN4CCOCC4)cc32)cc1` gave Spn MK inh 4, Spn PMK inh 15, HPDE-C7K KRASV12 2%, LYP inhibition 5%, HPDE-C7 viability -15%, TNAP inhibition 5%, Bfl-1 displacement -7%, HT1080 cytotoxicity 1% and DPM-DC inhibit inactive.
`CC(NC(=O)C1CCCCC1)C(c1cccs1)N1CCN(C)CC1` (centres undefined) gave Spn MK inh 8, Spn PMK inh 0, HPDE-C7K KRASV12 -5%, LYP inhibition -8%, HPDE-C7 viability -3%, TNAP inhibition 10%, Bfl-1 displacement -14% and DPM-DC inhibit inactive.
`COc1cc2c(cc1NC(=O)CN(C)Cc1nc3ccccc3c(=O)[nH]1)oc1ccccc12` gave Spn MK inh 2, Spn PMK inh 13, HPDE-C7K KRASV12 -12%, LYP inhibition 10%, HPDE-C7 viability 5%, TNAP inhibition 0%, Bfl-1 displacement 2%, HT1080 cytotoxicity -2% and DPM-DC inhibit inactive.
Screening O=C(Nc1ccncc1)c1cccc(F)c1 returned Spn MK inh 8, Spn PMK inh 3, HPDE-C7K KRASV12 12%, HPDE-C7 viability 0%, TNAP inhibition 22%, Bfl-1 displacement -8%, HT1080 cytotoxicity -1%, DPM-DC inhibit inactive, Spn PMK inh pilot replicates 5.5, Spn MK inh pilot replicates 1.0 and DPM-DC inhibit pilot screen % 2.0.
CCOC(=O)C1=C(C)OC(N)=C(C#N)C1c1c(C)nn(-c2ccccc2)c1Cl (centres undefined) was read as Spn MK inh 1, Spn PMK inh 14, LYP inhibition 9%, TNAP inhibition 5%, Bfl-1 displacement 10%, HT1080 cytotoxicity 0% and DPM-DC inhibit inactive.
Screening CS(=O)(=O)NC1CCN(Cc2ccccc2)CC1 returned Spn MK inh 16, Spn PMK inh 0, HPDE-C7K KRASV12 5%, LYP inhibition 8%, HPDE-C7 viability 12%, TNAP inhibition 9%, Bfl-1 displacement -6%, HT1080 cytotoxicity -3% and DPM-DC inhibit inactive.
Screening Cc1ccc(C(=O)Nc2ccc(O)c(C(=O)O)c2)o1 returned Spn MK inh 18, Spn PMK inh 9, HPDE-C7K KRASV12 -2%, LYP inhibition 4%, HPDE-C7 viability 3%, TNAP inhibition -3%, Bfl-1 displacement 5%, HT1080 cytotoxicity 10% and DPM-DC inhibit inactive.
CCOC(=O)C1CCN(C(=O)Cn2cc(C(=O)c3ccco3)c3ccccc32)CC1 was read as Spn MK inh 9, Spn PMK inh 6, HPDE-C7K KRASV12 -9%, LYP inhibition 1%, HPDE-C7 viability 5%, TNAP inhibition 1%, Bfl-1 displacement -1%, HT1080 cytotoxicity 3% and DPM-DC inhibit inactive.

Grouped by structure, the compounds so far containing a halogen.
Screening O=C(Nc1ccncc1)c1cccc(F)c1 returned Spn MK inh 8, Spn PMK inh 3, HPDE-C7K KRASV12 12%, HPDE-C7 viability 0%, TNAP inhibition 22%, Bfl-1 displacement -8%, HT1080 cytotoxicity -1%, DPM-DC inhibit inactive, Spn PMK inh pilot replicates 5.5, Spn MK inh pilot replicates 1.0 and DPM-DC inhibit pilot screen % 2.0.
CCOC(=O)C1=C(C)OC(N)=C(C#N)C1c1c(C)nn(-c2ccccc2)c1Cl (centres undefined) was read as Spn MK inh 1, Spn PMK inh 14, LYP inhibition 9%, TNAP inhibition 5%, Bfl-1 displacement 10%, HT1080 cytotoxicity 0% and DPM-DC inhibit inactive.

More structures follow:
`CCCc1[nH]nc2c1C(c1ccc(OC)c(Cn3nc(C)c(Br)c3C)c1)C(C#N)=C(N)O2` (centres undefined) gave Spn MK inh 7, Spn PMK inh 11, HPDE-C7K KRASV12 4%, LYP inhibition -2%, HPDE-C7 viability 1%, TNAP inhibition -4%, Bfl-1 displacement 2%, HT1080 cytotoxicity 0% and DPM-DC inhibit inactive.
Screening CCOc1ccc2nc(NC(=O)C3CCN(S(=O)(=O)c4cnc[nH]4)CC3)sc2c1 returned Spn MK inh 7, Spn PMK inh 1, HPDE-C7K KRASV12 12%, LYP inhibition 2%, HPDE-C7 viability -2%, TNAP inhibition 4%, Bfl-1 displacement 7%, HT1080 cytotoxicity 1% and DPM-DC inhibit inactive.
COc1ccc(NC(=O)CC(NCCc2ccccc2)C(=O)O)c(OC)c1 (centres undefined) was read as Spn MK inh 0, Spn PMK inh 7, HPDE-C7K KRASV12 -17%, LYP inhibition 2%, HPDE-C7 viability -23%, TNAP inhibition 10%, Bfl-1 displacement -4%, HT1080 cytotoxicity -4% and DPM-DC inhibit inactive.
`Cc1ccccc1C(=O)c1cccn1CC(=O)NCC1CCCO1` (centres undefined) gave Spn MK inh 0, Spn PMK inh 15, HPDE-C7K KRASV12 -4%, LYP inhibition 5%, HPDE-C7 viability -1%, TNAP inhibition 3%, Bfl-1 displacement -6%, HT1080 cytotoxicity -7% and DPM-DC inhibit inactive.
`CCOC(=O)N1CCC(NC(=O)CCc2c(C)nc3nc(C)nn3c2C)CC1` gave Spn MK inh 3, Spn PMK inh 11, HPDE-C7K KRASV12 8%, LYP inhibition 7%, HPDE-C7 viability -8%, TNAP inhibition 1%, Bfl-1 displacement 6%, HT1080 cytotoxicity 8% and DPM-DC inhibit inactive.
Screening C1=C(c2ccc(-c3ccccc3)cc2)Nc2ncnn2C1c1ccco1 (centres undefined) returned Spn MK inh 8, Spn PMK inh 10, HPDE-C7K KRASV12 10%, LYP inhibition -1%, HPDE-C7 viability 6%, TNAP inhibition 14% and HT1080 cytotoxicity -2%.
Screening COc1ccc(Br)cc1/C=c1\sc2nc(-c3ccco3)nn2c1=O returned Spn MK inh 6, Spn PMK inh 17, HPDE-C7K KRASV12 19%, HPDE-C7 viability 27%, TNAP inhibition 0%, Bfl-1 displacement 25%, HT1080 cytotoxicity -2% and DPM-DC inhibit inactive.
For C=C(C)CSc1nc(N)c(C#N)c(-c2ccc(C)cc2)c1C#N the results were Spn MK inh 15, Spn PMK inh 3, HPDE-C7K KRASV12 13%, LYP inhibition 0%, HPDE-C7 viability 16%, TNAP inhibition 3%, Bfl-1 displacement -3%, HT1080 cytotoxicity 7% and DPM-DC inhibit inactive.
For CC(C)(C)NC(=O)CN(C(=O)c1ccc(CN2CCOCC2)o1)c1ccc2c(c1)OCCO2 the results were Spn MK inh 0, Spn PMK inh 3, HPDE-C7K KRASV12 -4%, LYP inhibition -2%, HPDE-C7 viability -10%, TNAP inhibition -13%, Bfl-1 displacement -7%, HT1080 cytotoxicity -4% and DPM-DC inhibit inactive.
Screening COc1ccc(-c2nc3ccccc3o2)cc1NC(=O)c1ccc(Br)o1 returned Spn MK inh 7, Spn PMK inh 0, HPDE-C7K KRASV12 21%, LYP inhibition 16%, HPDE-C7 viability 7%, TNAP inhibition 10%, Bfl-1 displacement -1%, HT1080 cytotoxicity 2% and DPM-DC inhibit inactive.
`CCN=C1SC(CC(=O)Nc2ccc(N3CCOCC3)cc2)C(=O)N1CC` (centres undefined) gave Spn MK inh 0, Spn PMK inh 0, HPDE-C7K KRASV12 -3%, LYP inhibition 3%, HPDE-C7 viability -10%, TNAP inhibition 6%, Bfl-1 displacement -6%, HT1080 cytotoxicity 6% and DPM-DC inhibit inactive.
O=C(NCCSc1ccccc1)c1ccccc1 was read as Spn MK inh 10, Spn PMK inh 4, HPDE-C7K KRASV12 -11%, LYP inhibition 12%, HPDE-C7 viability -16%, TNAP inhibition 4%, Bfl-1 displacement -5%, HT1080 cytotoxicity -2% and DPM-DC inhibit inactive.
`CCCc1cc(=O)[nH]c(SCC(=O)Nc2ccc(OC(F)F)cc2)n1` gave Spn MK inh 2, Spn PMK inh 8, HPDE-C7K KRASV12 -7%, LYP inhibition -5%, HPDE-C7 viability -1%, TNAP inhibition 8%, Bfl-1 displacement -4%, HT1080 cytotoxicity 1% and DPM-DC inhibit inactive.
Screening CC(C)n1c(CNC(=O)c2ccccc2)nc2ccccc21 returned Spn MK inh 4, Spn PMK inh 0, HPDE-C7K KRASV12 -4%, LYP inhibition 7%, HPDE-C7 viability 1%, TNAP inhibition 9%, Bfl-1 displacement -2%, HT1080 cytotoxicity 4% and DPM-DC inhibit inactive.
CCCC(=O)Nc1sc2c(c1C#N)CCCC2 was read as Spn MK inh 0, Spn PMK inh 4, HPDE-C7K KRASV12 1%, LYP inhibition 11%, HPDE-C7 viability 3%, TNAP inhibition 14%, Bfl-1 displacement -4%, HT1080 cytotoxicity 1% and DPM-DC inhibit inactive.
For COc1ccc(OC)c(NC(=O)CCN2CCN(c3ccccc3)CC2)c1 the results were Spn MK inh 0, Spn PMK inh 7, HPDE-C7K KRASV12 16%, HPDE-C7 viability 11%, TNAP inhibition 4%, Bfl-1 displacement -3%, HT1080 cytotoxicity -20% and DPM-DC inhibit inactive.

Compound activity: PubChem BioAssay, several laboratories
